Source: PubChem
IDE exosite inh – exo-site inhibitors of human IDE, primary screen, biochemical, fluorescence anisotropy, probe displacement. Insulin-degrading enzyme (Homo sapiens), P14735. purified IDE, FL-6b probe fluorescence polarization; hits give low values. z-score at 20 µM. hit rate 6.3% among 17,000;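 active = z-score of -3 or lower, meaning strong loss of probe binding signal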;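 note: His-tagged human IDE residues 42-1019 made in E. coli with 30 nM FL-6b probe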
Target sequence (P14735 42-1019 limits assumed): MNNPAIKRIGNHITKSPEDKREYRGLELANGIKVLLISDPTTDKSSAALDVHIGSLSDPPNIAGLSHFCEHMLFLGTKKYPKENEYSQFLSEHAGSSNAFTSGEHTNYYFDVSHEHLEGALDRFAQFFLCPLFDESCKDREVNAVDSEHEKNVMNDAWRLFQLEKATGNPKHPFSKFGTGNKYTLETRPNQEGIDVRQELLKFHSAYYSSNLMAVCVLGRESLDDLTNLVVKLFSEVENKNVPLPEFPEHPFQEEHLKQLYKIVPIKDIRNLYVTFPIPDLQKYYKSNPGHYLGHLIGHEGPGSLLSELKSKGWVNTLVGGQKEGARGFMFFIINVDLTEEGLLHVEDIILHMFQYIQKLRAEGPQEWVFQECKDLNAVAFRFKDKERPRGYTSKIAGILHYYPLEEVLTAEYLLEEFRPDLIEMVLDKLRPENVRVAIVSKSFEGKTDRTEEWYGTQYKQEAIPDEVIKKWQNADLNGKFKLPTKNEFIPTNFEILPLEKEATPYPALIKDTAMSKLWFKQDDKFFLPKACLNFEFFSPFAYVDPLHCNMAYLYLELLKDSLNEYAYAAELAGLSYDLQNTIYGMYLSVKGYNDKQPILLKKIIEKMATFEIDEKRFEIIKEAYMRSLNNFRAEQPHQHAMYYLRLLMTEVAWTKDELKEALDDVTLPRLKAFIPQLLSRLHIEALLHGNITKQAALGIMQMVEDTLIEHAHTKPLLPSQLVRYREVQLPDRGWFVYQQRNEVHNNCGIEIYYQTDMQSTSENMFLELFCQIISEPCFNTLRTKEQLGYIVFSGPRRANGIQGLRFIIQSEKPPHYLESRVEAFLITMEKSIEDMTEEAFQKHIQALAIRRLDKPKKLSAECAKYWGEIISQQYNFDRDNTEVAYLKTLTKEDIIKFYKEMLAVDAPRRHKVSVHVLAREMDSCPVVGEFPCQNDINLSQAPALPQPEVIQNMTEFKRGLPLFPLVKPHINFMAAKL
An asterisk follows results filed as active; & = joins results of further samples. Not all compounds are listed; the hit share may differ from the screen's.

SMILES	IDE exosite inh
CN1C(=O)c2cc(NC(=O)NCc3ccccc3)ccc2OC[C@@H]2O[C@@H](CC(=O)NCC3CCCCC3)CC[C@H]21	-0.47
O=C(C1CCCC1)N1CC(=O)N2[C@H](CO)[C@@H](c3ccc(Br)cc3)[C@H]2C1	2.2
O=C1CN(Cc2ccccc2)C[C@H]2[C@@H](c3ccc(-c4ccccc4)cc3)[C@H](CO)N12	-0.74
COc1ccc(NC(=O)Nc2ccc3c(c2)[C@H]2C[C@@H](CC(=O)NCC(F)(F)F)O[C@@H](CO)[C@H]2O3)cc1	0.27
Cc1noc(C)c1S(=O)(=O)Nc1ccc2c(c1)C(=O)N([C@@H](C)CO)C[C@@H](C)[C@@H](CN(C)C(=O)Nc1cccc3ccccc13)OCCCC[C@@H](C)O2	0.66
C/C=C/c1ccc([C@H]2[C@@H](CO)N(C(C)=O)[C@@H]2CN(CCOC)C(C)=O)cc1	1.7
O=C(Cc1ccncc1)NCC[C@@H]1CC[C@@H](NS(=O)(=O)c2ccccc2Cl)[C@H](CO)O1	-0.088
O=C1CN(Cc2ccccc2)C[C@@H]2[C@H](c3ccc(-c4ccccc4)cc3)[C@H](CO)N12	-1
COc1ccc(C#Cc2ccc([C@@H]3[C@H](CO)N4CCCCN(S(=O)(=O)c5cn(C)cn5)C[C@@H]34)cc2)cc1	0.66
COc1ccc(NC(=O)N2C[C@@H](O)COC[C@H]3O[C@@H](CC(=O)N4CCCCC4)CC[C@@H]32)cc1	0.051
OC[C@H]1[C@@H](c2ccccc2)C2(CN(Cc3ccccn3)C2)N1Cc1cncnc1	0.29
N#C[C@@H]1[C@H](c2ccccc2-c2ccccc2)[C@@H](CO)N1C(=O)Cc1ccccc1	3.2
COc1ccccc1CN1CC[C@@H]2[C@H]1c1cc(-c3cccc(C(=O)N(C)C)c3)ccc1N[C@@H]2CO	0.17
Cc1noc(C)c1NC(=O)Nc1ccc2c(c1)C(=O)N(C)[C@@H]1CC[C@H](CC(=O)N[C@@H]3CCN(Cc4ccccc4)C3)O[C@H]1CO2	0.21
COc1cccc(-c2ccccc2[C@H]2[C@@H](CO)N(C(=O)Cc3ccccc3)[C@H]2C#N)c1	0.95
O=S(=O)(c1ccccc1F)N1CCCCN2[C@H](CO)[C@H](c3ccc(-c4ccccc4)cc3)[C@H]2C1	1.9
O=C(NC[C@H]1[C@H](c2ccccc2)[C@H](CO)N1CC1CCCC1)c1ccncc1	3
O=C(Nc1ccccc1)N1CCCCN2[C@H](C1)[C@H](c1ccc(C#Cc3ccccc3)cc1)[C@@H]2CO	-0.69
C[C@@H]1CCCCO[C@H](CN(C)C(=O)C2CCCCC2)[C@H](C)CN([C@H](C)CO)C(=O)c2cc(NS(=O)(=O)c3ccccc3)ccc2O1	1.7
COc1ccc2c3c(n(C)c2c1)[C@@H](CO)N(CC1CC1)CC31CCN(C(=O)c2cccc(F)c2)CC1	0.88
CCCNC(=O)N1[C@H](C#N)[C@H](c2ccc(C#Cc3cccc(F)c3)cc2)[C@H]1CO	-1.8
O=C(C1CCCCC1)N1CC(=O)N2[C@@H](CO)[C@@H](c3ccc(Br)cc3)[C@@H]2C1	1.9
C/C=C/c1ccc([C@H]2[C@@H](C#N)N(c3ncc(CC)s3)[C@@H]2CO)cc1	4.6
N#C[C@H]1[C@@H](c2ccccc2)[C@@H](CO)N1C(=O)c1ccc2c(c1)OCO2	0.52
C/C=C/c1ccc(C2[C@H]3CNC[C@@H]2N3Cc2cc(-c3ccccc3)on2)cc1 (some centres not stated)	0.067&1.3
Continued.
SMILES	IDE exosite inh
CC(C)[C@H]1CC=CC[C@@H](C)Oc2ccccc2C(=O)N(C)[C@H](Cc2ccccc2)C(=O)N1 (mixture of isomers)	-1.4
CCCC(=O)N1CC2(CCN(S(=O)(=O)CC)CC2)c2c(n(C)c3cc(OC)ccc23)[C@H]1CO	0.21
COc1ccccc1CNC(=O)C[C@H]1CC[C@H]2[C@@H](COC[C@H](O)CN2Cc2ccc3c(c2)OCO3)O1	0.79
O=C(c1ccc2c(c1)OCO2)N1CC(=O)N2[C@H](CO)[C@@H](c3ccc(C#CC4CCCC4)cc3)[C@@H]2C1	2.5
COc1ccccc1CN1[C@@H]2CNC[C@H]1C2c1ccc(-c2ccncc2)cc1 (some centres not stated)	-0.15
CCCC(=O)Nc1ccc2c(c1)OC[C@H](C)N(S(=O)(=O)c1cn(C)cn1)C[C@@H](C)[C@@H](OC)CN(C)C2=O	1.5
N#C[C@@H]1[C@@H](c2ccccc2C2=CCCC2)[C@H](CO)N1C(=O)NC1CCCCC1	-0.022
CCC(=O)N1CC(=O)N2[C@@H](CO)[C@H](c3ccc(-c4ccncc4)cc3)[C@@H]2C1	1.6
CC[C@@H]1C/C=C\C[C@H](c2ccc(OC)cc2OC)NC(=O)[C@@H](C)CC(=O)N1	0.4
COc1ccc2c3c(n(C)c2c1)[C@@H](CO)N(CC1CC1)CC31CN(S(=O)(=O)c2cn(C)cn2)C1	-0.62
O=C(c1ccc(F)cc1)N1CC(=O)N2[C@H](CO)[C@@H](c3ccc(C#CC4CC4)cc3)[C@@H]2C1	1.4
COc1ccc(NC(=O)N2CC(=O)N3[C@H](CO)[C@H](c4ccc(C5=CCCC5)cc4)[C@H]3C2)cc1	0.74
COc1cccc(NC(=O)N2CC(=O)N3[C@H](CO)[C@H](c4ccc(C5=CCCCC5)cc4)[C@@H]3C2)c1	-0.18
C[C@H](NC(=O)[C@@H]1[C@@H](CO)[C@@H]2Cn3c(cccc3=O)[C@H]1N2C(=O)C1CCC1)c1ccccc1	2.3
CN(C)CC#Cc1ccc([C@H]2[C@H]3CN(C(=O)Nc4ccccc4F)CCCCN3[C@H]2CO)cc1	-0.53
C[C@H](O)C#Cc1ccc([C@@H]2[C@@H](CO)N3CCCCN(S(=O)(=O)c4ccccc4)C[C@H]23)cc1	1.6
O=C(c1cccc(F)c1)N1CC(=O)N2[C@H](CO)[C@@H](c3ccc(-c4ccccc4)cc3)[C@H]2C1	0.81
O=C(Nc1ccc(F)cc1)N1CC(=O)N2[C@@H](CO)[C@@H](c3ccc(C#CC4CC4)cc3)[C@@H]2C1	1.6
Cc1ccc(-c2ccc([C@@H]3[C@@H](CO)N4CCCCN(S(=O)(=O)c5ccccc5C)C[C@H]34)cc2)cc1	2.2
COc1ccc(S(=O)(=O)Nc2cccc3c2O[C@H](CN(C)CC2CCCCC2)[C@@H](C)CN([C@@H](C)CO)C3=O)cc1	-1.3
O=C(C[C@@H]1CC[C@H]2[C@@H](COC[C@H](O)CN2C(=O)Nc2cccc(F)c2)O1)NCCCN1CCOCC1	0.88
C[C@@H]1CN([C@@H](C)CO)C(=O)CCCn2nncc2CO[C@H]1CN(C)C(=O)c1ccc(N2CCN(C)CC2)cc1	-0.11
CC(=O)NC[C@@H]1[C@@H](c2ccccc2)[C@H](CO)N1C(=O)Cc1cccnc1	5.5
CCCN1C[C@@H](C)[C@H](OC)CN(C)C(=O)c2cc(NC(=O)C3CCC3)ccc2OC[C@@H]1C	-0.58
CN(C[C@H]1[C@@H](c2ccccc2)[C@H](CO)N1Cc1ccccn1)S(C)(=O)=O	0.38

Gathered by group: the compounds so far containing bromine (two)
SMILES	IDE exosite inh
O=C(C1CCCC1)N1CC(=O)N2[C@H](CO)[C@@H](c3ccc(Br)cc3)[C@H]2C1	2.2
O=C(C1CCCCC1)N1CC(=O)N2[C@@H](CO)[C@@H](c3ccc(Br)cc3)[C@@H]2C1	1.9

Further results
SMILES	IDE exosite inh
N#C[C@@H]1[C@@H](c2ccccc2C2=CCCC2)[C@H](CO)N1C(=O)CN1CCOCC1	3.4
COc1ccccc1CN1[C@H](CO)[C@H]2c3ccccc3N(C(=O)c3cccnc3)C[C@H]21	-0.58
COc1cccc(-c2ccc([C@@H]3[C@@H](CO)N4C(=O)CNC[C@H]34)cc2)c1	-1.2
C[C@@H]1CCCCO[C@H](CN(C)S(=O)(=O)c2cn(C)cn2)[C@H](C)CN([C@H](C)CO)C(=O)c2cc(N(C)C)ccc2O1	-0.25
CS(=O)(=O)N1[C@H](C#N)[C@H](c2ccc(C#Cc3cccc(F)c3)cc2)[C@H]1CO	-2.3
CCc1cnc(N2[C@@H](C#N)[C@H](c3ccc(C4=CCCC4)cc3)[C@@H]2CO)s1	5.7
CN(C)CC#Cc1ccc([C@@H]2[C@H](CO)N3CCCCN(C(=O)Nc4cc(F)ccc4F)C[C@@H]23)cc1	0.81
CC(C)NC(=O)N[C@H]1CC[C@H](CC(=O)NCCCN(C)C)O[C@@H]1CO	1.7
CCS(=O)(=O)Nc1ccc2c(c1)C(=O)N(C)[C@@H]1CC[C@@H](CC(=O)NCCCN3CCOCC3)O[C@@H]1CO2	-0.15
COc1ccccc1NC(=O)N1CC(=O)N2[C@@H](CO)[C@@H](c3ccc(C#CC4CC4)cc3)[C@@H]2C1	2.8
COCC(=O)N(C[C@H]1N[C@H](CO)[C@@H]1c1ccc(-c2cccnc2)cc1)C(C)C	0.053
O=C1NC(Cc2cccc(Cl)c2)COCc2cnnn2CCC1c1ccccc1 (configuration not stated)	-0.47
C/C=C/c1ccccc1[C@H]1[C@@H](C#N)N(S(=O)(=O)c2cccc(F)c2)[C@H]1CO	0.56
COc1ccc2c3c([nH]c2c1)[C@@H](CO)N(C(=O)Nc1ccc(F)cc1)CC31CN(S(=O)(=O)c2ccc(C)cc2)C1	-0.72
COc1ccc2c3c(n(C)c2c1)[C@@H](CO)N(Cc1ccc(Cl)cc1)CC31CN(C(=O)NC(C)C)C1	0.21
O=C(NCC[C@H]1CC[C@@H](NS(=O)(=O)Cc2ccccc2)[C@H](CO)O1)C1CCCCC1	0.39
O=S(=O)(c1ccccc1F)N1[C@@H]2CNC[C@H]1C2c1ccc(/C=C/c2ccccc2)cc1 (some centres not stated)	1.4&-0.31
N#Cc1cccc(-c2ccc3c(c2)[C@@H]2[C@@H](CCN2C(=O)CN2CCOCC2)[C@@H](CO)N3)c1	1.9
O=C(NCCCN1CCOCC1)[C@H]1[C@H](CO)[C@H]2Cn3c(ccc(C4=CCCCC4)c3=O)[C@@H]1N2	0.53
COCC#Cc1ccc([C@@H]2[C@H](C#N)N(C(=O)c3cccnc3)[C@H]2CO)cc1	-0.16
CCC(=O)N1[C@H](CO)[C@H](c2ccccc2)[C@@H]1CN(C(C)C)S(C)(=O)=O	1.2
N#C[C@@H]1[C@H](c2ccc(C3=CCCC3)cc2)[C@H](CO)N1C(=O)Nc1ccccc1F	4.6
CC(C)COC(=O)N(C)C[C@@H]1OCc2ccccc2-c2ccccc2C(=O)N([C@@H](C)CO)C[C@H]1C	-1.4
COc1ccc(C#Cc2cnc3c(c2)C(=O)N([C@H](C)CO)C[C@H](C)[C@H](CN(C)Cc2cccc(C)c2)O3)cc1OC	-1.6
CCS(=O)(=O)N1CC2(C1)[C@H](c1ccccc1)[C@H](CO)N2Cc1ccccn1	0.67

Four of the entries above in order of their number in IDE exosite inh, low to high.
SMILES	IDE exosite inh
CC(C)COC(=O)N(C)C[C@@H]1OCc2ccccc2-c2ccccc2C(=O)N([C@@H](C)CO)C[C@H]1C	-1.4
C[C@@H]1CCCCO[C@H](CN(C)S(=O)(=O)c2cn(C)cn2)[C@H](C)CN([C@H](C)CO)C(=O)c2cc(N(C)C)ccc2O1	-0.25
CCS(=O)(=O)Nc1ccc2c(c1)C(=O)N(C)[C@@H]1CC[C@@H](CC(=O)NCCCN3CCOCC3)O[C@@H]1CO2	-0.15
COCC(=O)N(C[C@H]1N[C@H](CO)[C@@H]1c1ccc(-c2cccnc2)cc1)C(C)C	0.053

(further entries)
SMILES	IDE exosite inh
CN(C[C@H]1[C@H](c2ccccc2)[C@@H](CO)N1Cc1ccccn1)S(C)(=O)=O	-0.36
C[C@@H](NC(=O)C[C@H]1CC[C@@H]2[C@@H](COc3ccc(NC(=O)C4CCOCC4)cc3C(=O)N2C)O1)c1ccccc1	-1.7
COc1ccc(-c2ccc([C@@H]3[C@H](C#N)N[C@H]3CO)cc2)cc1	4.1
C[C@H]1CN([C@@H](C)CO)C(=O)Cc2cc(NC(=O)c3ccncc3)ccc2O[C@@H]1CN(C)C(=O)Nc1ccc(F)cc1	1.9
CN1c2ccc(Br)cc2[C@H]2[C@H](CCN2C(=O)CN2CCOCC2)[C@H]1CO	2.6
C/C=C/c1ccc([C@H]2[C@H](CO)N(C(C)=O)[C@H]2CN(C)S(C)(=O)=O)cc1	5.2
O=S(=O)(c1cccs1)N1CCCCN2[C@H](C1)[C@H](c1ccc(-c3ccccc3)cc1)[C@@H]2CO	1.1
COc1ccccc1C#Cc1ccc([C@H]2[C@H]3CN(S(C)(=O)=O)CCCCN3[C@H]2CO)cc1	-9.8*
CO[C@@H]1CN(C)C(=O)c2ccc(NC(=O)c3nc4ccccc4s3)cc2OC[C@@H](C)N(Cc2cccnc2)C[C@H]1C	-0.039
O=C(CCN1CCCCC1)N[C@H]1CC[C@@H](CCn2cc(-c3cccc(F)c3)nn2)O[C@H]1CO	0.21
CC(C)C#Cc1ccc([C@H]2[C@@H](CO)N3C(=O)CN(C(=O)Cc4cccnc4)C[C@@H]23)cc1	2.2
Cc1ccc(S(=O)(=O)N(C)C[C@H]2OCCCC[C@@H](C)Oc3ccc(NC(=O)c4ccncc4)cc3C(=O)N([C@H](C)CO)C[C@@H]2C)cc1	-0.41
CC(C)NC(=O)N1CCCCN2[C@H](CO)[C@H](c3ccc(C#CC4CC4)cc3)[C@@H]2C1	-1.2
CCC(=O)N1[C@H](CO)[C@H]2c3ccccc3N(C(=O)Nc3ccc(Cl)cc3)C[C@H]21	-0.85
CN(C)CC(=O)N1[C@H](C#N)[C@H](c2ccccc2-c2ccc(C(=O)N(C)C)cc2)[C@@H]1CO	0.35

As entered above:
C/C=C/c1ccc([C@H]2[C@H](CO)N(C(C)=O)[C@H]2CN(C)S(C)(=O)=O)cc1 in IDE exosite inh is entered as 5.2
CO[C@@H]1CN(C)C(=O)c2ccc(NC(=O)c3nc4ccccc4s3)cc2OC[C@@H](C)N(Cc2cccnc2)C[C@H]1C in IDE exosite inh is entered as -0.039
COc1ccccc1C#Cc1ccc([C@H]2[C@H]3CN(S(C)(=O)=O)CCCCN3[C@H]2CO)cc1 in IDE exosite inh is entered as -9.8*
O=S(=O)(c1cccs1)N1CCCCN2[C@H](C1)[C@H](c1ccc(-c3ccccc3)cc1)[C@@H]2CO in IDE exosite inh is entered as 1.1
